hK5 inh = kallikrein 5 (human) inhibition. Q9Y337. recombinant hK5, fluorogenic AMC substrate cleavage. inhibition, % at 5 µM. 0.59% of 210,000 active. AID 873;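 active = inhibition of 40% or more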;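 note: 0% = enzyme controls without compound and 100% = no-enzyme blanks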
Rad51 HR inh = Rad51 (human) homologous recombination inhibition. Q06609. hRad51 DNA strand exchange, fluorescence dequenching. inhibition, % at 10 µM. 0.085% of 200,000 active. AID 1385;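 active = inhibition above 40% at the single screening dose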;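 note: 0% = DMSO control wells and 100% = blanks with heterologous ssDNA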
Target sequence (Q06609 whole entry, looked up): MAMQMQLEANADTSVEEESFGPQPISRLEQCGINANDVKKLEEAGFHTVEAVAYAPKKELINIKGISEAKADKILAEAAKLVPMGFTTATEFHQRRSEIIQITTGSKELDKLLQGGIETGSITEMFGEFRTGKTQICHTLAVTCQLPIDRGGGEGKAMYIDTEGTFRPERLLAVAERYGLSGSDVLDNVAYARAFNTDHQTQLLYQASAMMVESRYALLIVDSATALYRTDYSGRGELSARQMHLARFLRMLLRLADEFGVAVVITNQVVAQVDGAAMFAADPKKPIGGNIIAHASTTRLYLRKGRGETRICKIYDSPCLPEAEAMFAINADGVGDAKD
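material = hRad51 filaments on single-stranded DNA | reagent = Donor/quencher-labelled 47-bp dsDNA substrate | compound = 10 µM final, single point | schedule = strand-exchange reaction 15 min at room temperature | measured by = fluorescein emission 520 nm, excitation 485 nm | read-out basis = % inhibition versus plate control and blank means | benchmarks = plate controls and plate blanks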
eIF4E 4G PPI = blocks eIF4E binding to eIF4G; inhibition, % at 21.7 µM; AID 782; 0.37% of 220,000 active; TR-FRET eIF4E-eIF4GI(517-606) binding, 2 h; P63073+Q04637;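 note: 0% = full FRET control wells and 100% = background wells lacking eIF4GI fragment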
Thrombin inh = thrombin (human) inhibition; 0.26% of 220,000 active; P00734; AID 1046; inhibition, % at 5 µM; alpha-thrombin, Boc-VPR-AMC fluorogenic substrate cleavage;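 active = inhibition at or above 40%; inactive = inhibition below 40%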;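 note: 0% = enzyme with no compound and 100% = wells without enzyme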
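signal = AMC fluorescence, 355/460 nm | material = human alpha-thrombin enzyme | control set = enzyme without compound as high, wells lacking enzyme as low | times = reaction at room temperature | read-out basis = percent inhibition scaled between no-compound controls and no-enzyme blanks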
14-3-3 Bad inh = disrupts binding of bovine 14-3-3 zeta to phospho-Bad peptide; P63103; TR-FRET 14-3-3zeta/Dy647-pBad peptide displacement, 1 h; inhibition, % at 21.7 µM; 0.71% of 220,000 active; AID 781;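 active = inhibition above about 70%, limit read from the data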;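 note: 0% = full 14-3-3 plus peptide FRET controls and 100% = background without 14-3-3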
Target sequence (P63103 whole entry, looked up): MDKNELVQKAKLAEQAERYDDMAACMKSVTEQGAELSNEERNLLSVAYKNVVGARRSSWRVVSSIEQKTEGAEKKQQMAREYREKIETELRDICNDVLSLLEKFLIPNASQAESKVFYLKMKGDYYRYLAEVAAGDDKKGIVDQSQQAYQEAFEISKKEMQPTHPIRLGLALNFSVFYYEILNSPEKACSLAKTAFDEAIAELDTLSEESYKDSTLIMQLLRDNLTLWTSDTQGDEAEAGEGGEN
Furin inh = inhibitors of human furin; P09958; purified furin, fluorogenic substrate cleavage; inhibition, % at 30 µM; 0.061% of 220,000 active; AID 463115; in the data active = inhibition above about 25%; note: inactives centre near -15
EBV gp42 block = inhibitors of Epstein-Barr virus glycoprotein 42 | AID 1085 | Fluorescence polarization binding assay, mP read-out | Q1HVG2 | 0.42% of 220,000 active | inhibition, % (tested at 21.74 µM); in the data active = inhibition above about 50%
p47phox inh = blocks human p47phox regulatory protein of NADPH oxidases; P14598; p47phox/p22phox peptide binding, fluorescence polarization, 2 h; inhibition, % at 24.7 µM; 0.53% of 220,000 active; AID 1274;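 note: 0% = p47phox with labelled peptide and 100% = labelled peptide alone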
Target sequence (P14598 whole entry, looked up): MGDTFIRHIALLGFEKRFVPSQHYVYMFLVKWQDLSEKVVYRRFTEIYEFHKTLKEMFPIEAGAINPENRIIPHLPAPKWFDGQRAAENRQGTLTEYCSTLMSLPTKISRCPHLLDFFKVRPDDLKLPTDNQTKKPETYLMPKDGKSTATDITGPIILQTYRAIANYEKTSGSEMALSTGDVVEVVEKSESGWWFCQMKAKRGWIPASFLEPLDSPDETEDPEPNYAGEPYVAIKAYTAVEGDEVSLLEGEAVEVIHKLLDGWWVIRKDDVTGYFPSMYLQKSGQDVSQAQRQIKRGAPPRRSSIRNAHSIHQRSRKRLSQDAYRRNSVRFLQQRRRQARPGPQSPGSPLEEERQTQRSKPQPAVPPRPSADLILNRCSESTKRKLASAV
KCC2 mod = KCC2 (human) Cl- transport modulation. Q9H2X9. KCC2 cells, thallium flux FluoZin-2 fluorescence. B-score of Tl+ flux slope (higher = more flux/activation; lower = inhibition) at 10 µM. 2.2% of 190,000 active;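 active = thallium flux slope and its plate-corrected score both differing from the plate sample mean at a set confidence after two filtering rounds, in either direction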;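 note: slope of fluorescence scaled to starting intensity during 10 to 20 s after thallium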
* hit, by the source's call; . = not tested or not shown; [ ] = remark or other dose.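 Rule for the calls, unless noted: active = inhibition above about 30% (limit read from the data); inactive = the rest.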

SMILES	hK5 inh	Rad51 HR inh	eIF4E 4G PPI	Thrombin inh	14-3-3 Bad inh	Furin inh	EBV gp42 block	p47phox inh	KCC2 mod
N#C/C(=C\Nc1ccccc1SC(F)(F)F)c1nc(-c2ccc(F)cc2)cs1	-1	-11	2	-4	5	-15	-30	-92	2.4
COc1ccc(C)cc1NC(=O)NC1CCN(Cc2ccccc2)CC1	1	-1	-5	-5	1	-8[20 µM]	7	-6	.
Cc1ccsc1C1C=C(c2cccc(Br)c2)Nc2ncnn21 (stereo unspecified)	-8	-101	4	-3	-13	4	94*	-9	-3.1
CCC(CC)C(=O)c1c[nH]c(C(=O)NCCCn2ccnc2)c1	2	9	2[fluorescence artefact?]	-1	8[fluorescence artefact?]	-15[20 µM]	-3	1	0.58
Cc1cc(C(=O)Cn2nc(C(=O)O)c3ccccc3c2=O)c(C)n1CC(F)(F)F	11	9	0	-12	-9	-25	-12	-7	-0.35
O=C(CN1CC(c2ccccc2)CC1=O)N/N=C/c1cc(Br)ccc1O (stereo unspecified)	-25	.	3	-10	-12	-13	0	-2	-4
CCOC(=O)C(NC(C)=O)(Nc1ccc(S(=O)(=O)Nc2onc(C)c2C)cc1)C(F)(F)F (stereo unspecified)	-11	2	2	3	19	-1	-1	-1	0.6
Cc1cnn(-c2cc(N/N=C/c3ccccc3F)ncn2)c1	-19	.	-31	-1	1	-15[20 µM]	-17	9	-0.72
O=C(O)c1ccc(NC(=O)C2(c3ccccc3)CCCC2)cc1	4	-1	2	0	5	-18	-6	-12	.
COCCSc1ccccc1C(=O)Nc1nccs1	-5	1	0	-5	0	-19[20 µM]	-4	-7	0.055
CCOc1cc(NC(=S)NCC(C)C)c(OCC)cc1NC(=O)c1cccs1	8	-7	-3	-1	-2	2[20 µM]	-4	-14	1.6
O=[N+]([O-])c1ccc(N2CCN(S(=O)(=O)c3ccccc3[N+](=O)[O-])CC2)cc1NCc1cccnc1	-9	20	4	0	4	-10	-19	7	-0.013
Cc1ccc2nc(-c3ccc(NS(C)(=O)=O)cc3)cc(-c3ccccc3)c2c1	-1	-7	4[fluorescence artefact?]	-1	12[fluorescence artefact?]	-19[20 µM]	0	-11	.
CC(=O)Oc1cccc2c1C(=O)c1c(OC(C)=O)cc(C(=O)O)cc1C2=O	-3	-101	6	2	41	-2	-20	3	0.0044
Cc1ccc(Cn2cnc3c(cnn3C(C)(C)C)c2=O)cc1	.	.	-2	-1	-7	-18	-1	2	-0.66
O=C(NCc1ccc2c(c1)OCO2)C1CCN(c2nccc(C(F)(F)F)n2)CC1	-3	12	-5	-1	-10	-18	-9	0	-0.0037
Cc1ccc(C)n1-c1ccc(C(=O)NN=C2CCCC2)cc1	0	4	0	-8	-18	-22	-3	-18	0.26
COc1cc(NC(=O)Cc2ccccc2OC)cc(OC)c1	-19	-12	-14	-3	3[fluorescence artefact?]	-10[20 µM]	-14	-2	0.58
COc1ccc(/C=C2/SC(=O)N(CCCCCC(=O)Nc3ccccc3C(=O)O)C2=S)cc1	-5	-29	6	2	20	-13	-4	-76	-0.09
CCCOc1ccc(C(=O)Nc2c[nH]c(=O)[nH]c2=O)cc1	1	2	-5	0	9[fluorescence artefact?]	-15	-37	-2	-0.1
CCOc1ccc(CCNC(=O)C2CCN(S(=O)(=O)N3CCCCC3)CC2)cc1OCC	-3	.	1	5	-8[fluorescence artefact?]	-26	-24	7	-1
CCc1nc(SCC(=O)c2cccc([N+](=O)[O-])c2)n[nH]1	-20	-3	1	-6	-16	-7	-23	-7	0.061
Cc1cc(C)c(C#N)c(Oc2ccc(O)cc2)n1	-7	2	3	-1	4	-1	12	-10	0.78
CC1=CC(C)(C)N(C(=O)CSc2nnc(-c3ccccc3)o2)c2ccc(C)cc21	35	3	-7	33	-11[fluorescence artefact?]	8	-6	-6	.
CCOC(=O)CNC(=S)N(Cc1cccs1)C1CCCC1	-16	5	3	3	-23	-22	-16	-17	-0.14

Next part.
SMILES	hK5 inh	Rad51 HR inh	eIF4E 4G PPI	Thrombin inh	14-3-3 Bad inh	Furin inh	EBV gp42 block	p47phox inh	KCC2 mod
O=C(CNS(=O)(=O)c1ccc(Br)s1)NCc1ccc2c(c1)OCO2	-1	-5	0	1	11	-13	-14	-1	.
COc1cc2nc(C3CCC3)n(NC(=O)C3CCC3)c(=O)c2cc1OC	2	-5	0	1	17	-18[20 µM]	-11	-8	0.4
COCc1cccc(NC(=O)Cc2cccc3ccccc23)c1	.	.	1	-9	-9	-14	-1	-1	0.0043
CCn1c(C)nc2cc(C(=O)N=Nc3c(O)[nH]c4ccccc34)ccc21	-12	8	-5	-6	-27	-5	-10	-23	-0.0036
Cc1cccc2c(SCC(=O)NCC3CCCO3)nc(-c3ccc(F)cc3)nc12 (stereo unspecified)	2	4	4[fluorescence artefact?]	-4	2	-9[20 µM]	-9	12	0.55
COc1ccc2[nH]c(=O)c(CN(CCN3CCCC3)C(=O)Nc3ccccc3Cl)cc2c1	1	-2	58*	-2	-8	.	-12	-13	.
CCn1c(C)nc2cc(C(=O)NNC(=S)Nc3ccccc3)ccc21	-13	23	-1	3	-19	-26	7	-14	-0.058
O=C(N/N=C/c1sc2ccccc2c1O)c1cccc2ccccc12	-24	-137	1	-3	-25	-13	-109	-25	2.7
N=c1oc2cc(O)ccc2cc1C(=O)Nc1nc2ccccc2s1	-77	-74	-12	-35	26	-206	54*	18	0.029
O=C(N/N=C/c1cc2ccccc2nc1Cl)/C(=C/c1cccs1)NC(=O)c1ccccc1	0	-3	6[fluorescence artefact?]	1	-2	-6[20 µM]	-17	-18	-2.3
Cc1nn(C)c(C)c1S(=O)(=O)N1CCC(C(=O)Nc2ccc3c(c2)OCCO3)CC1	2	6	0	0	-6	-33	-9	-5	0.4
Cc1cccc(-c2ncc(CN3CCN(CCC(C)C)C(CCO)C3)cn2)c1 (stereo unspecified)	.	.	1	2	-2	-19	-14	-5	0.38
CC(C)(C)C(=O)Nc1nnc(CC(=O)NCc2ccccc2)s1	-18	13	0	-2	-5	-28	-5	-8	0.99
CCCCCCOC(=O)CCn1[nH]c(=O)c2ccccc2c1=O	-15	0	7	3	13	-9	-7	-7	0.19
CN(C)[C@@H]1CCC[C@H]1OC(=O)C(c1ccccc1)c1ccccc1	-2	-1	0	-9	6	-11	-21	-4	1.1
Cc1cc(C)n2nc(C(=O)Nc3ccn(Cc4ccccc4C)n3)cc2n1	-1	.	-3	-11	-1	-12	4	1	-0.95
CC(Sc1nnc(COc2ccc([N+](=O)[O-])cc2)n1-c1ccccc1)C(=O)O (stereo unspecified)	-2	1	5	-7	10	-12	-17	3	0.51
CCc1c(C#N)c(SCCC(=O)Nc2ccc(F)cc2)nc2c1C(=O)CC(C)(C)C2	6	8	-3	-4	-1	-18[20 µM]	5	-8	2.5
COc1ccc(C(CC(=O)O)NS(=O)(=O)c2ccc(C)cc2)cc1OC (stereo unspecified)	1	8	3	-6	-4	-18	-12	-9	0.12
CCOc1ccc(N2C(=O)Nc3ccccc3C2(O)C(=O)NCc2ccccc2)cc1 (stereo unspecified)	7	1	-3	-2	-10	-15	-8	6	.
CC1(C)C(c2ccccc2)=NC(c2ccc(Br)cc2)N1O (stereo unspecified)	1	7	4	-2	-6	-28	-22	2	0.58
CCOC(=O)Cc1csc(NC(=O)CSc2nc3cccnc3n2CC)n1	3	.	6	-4	-4	-14	8	-1	-1.2
O=C(O)CCCNC(=O)c1cncc(O)c1	-25	-1	-2	-5	8	-19[20 µM]	7	-4	0.63
COC(=O)c1ccc(OCC(=O)Nc2nn(-c3ccccc3)nc2C(N)=O)cc1	-17	1	4	-7	19	2	-18	0	-0.0035
CC(=O)Nc1cccc(NS(=O)(=O)Cc2ccc(Cl)cc2)c1	-16	-7	1[fluorescence artefact?]	2	8[fluorescence artefact?]	-13[20 µM]	2	-7	1.1
S=C(c1ccc(N2CCOCC2)cc1)N1CCOCC1	-9	-1	8	-9	0	-4[20 µM]	-10	4	.
Cc1ccccc1C(=O)N(C)Cc1ccccc1	-3	-3	3	-7	8[fluorescence artefact?]	-25[20 µM]	-3	1	.
COc1cc(C(=O)N/N=C(\C)Cc2ccccc2)cc(OC)c1OC	-21	0	5	-4	2	1	-7	-4	0.13
O=S(=O)(Nc1ccccn1)c1ccc(Oc2ccccc2)cc1	4	9	-5	-2	5	-19[20 µM]	5	-10	-1.7
CNC(=S)NCc1ccc(OC)cc1	-4	-6	3	-3	1	-5	-11	-1	-3

An excerpt from above in order of molecular weight, smallest number first.
SMILES	hK5 inh	Rad51 HR inh	eIF4E 4G PPI	Thrombin inh	14-3-3 Bad inh	Furin inh	EBV gp42 block	p47phox inh	KCC2 mod
CNC(=S)NCc1ccc(OC)cc1	-4	-6	3	-3	1	-5	-11	-1	-3
O=C(O)CCCNC(=O)c1cncc(O)c1	-25	-1	-2	-5	8	-19[20 µM]	7	-4	0.63
CN(C)[C@@H]1CCC[C@H]1OC(=O)C(c1ccccc1)c1ccccc1	-2	-1	0	-9	6	-11	-21	-4	1.1
N=c1oc2cc(O)ccc2cc1C(=O)Nc1nc2ccccc2s1	-77	-74	-12	-35	26	-206	54*	18	0.029
COc1cc(C(=O)N/N=C(\C)Cc2ccccc2)cc(OC)c1OC	-21	0	5	-4	2	1	-7	-4	0.13
CCn1c(C)nc2cc(C(=O)NNC(=S)Nc3ccccc3)ccc21	-13	23	-1	3	-19	-26	7	-14	-0.058
COc1cc2nc(C3CCC3)n(NC(=O)C3CCC3)c(=O)c2cc1OC	2	-5	0	1	17	-18[20 µM]	-11	-8	0.4
COc1ccc(C(CC(=O)O)NS(=O)(=O)c2ccc(C)cc2)cc1OC (stereo unspecified)	1	8	3	-6	-4	-18	-12	-9	0.12
COC(=O)c1ccc(OCC(=O)Nc2nn(-c3ccccc3)nc2C(N)=O)cc1	-17	1	4	-7	19	2	-18	0	-0.0035
CC(Sc1nnc(COc2ccc([N+](=O)[O-])cc2)n1-c1ccccc1)C(=O)O (stereo unspecified)	-2	1	5	-7	10	-12	-17	3	0.51
O=C(CNS(=O)(=O)c1ccc(Br)s1)NCc1ccc2c(c1)OCO2	-1	-5	0	1	11	-13	-14	-1	.
COc1ccc2[nH]c(=O)c(CN(CCN3CCCC3)C(=O)Nc3ccccc3Cl)cc2c1	1	-2	58*	-2	-8	.	-12	-13	.
O=C(N/N=C/c1cc2ccccc2nc1Cl)/C(=C/c1cccs1)NC(=O)c1ccccc1	0	-3	6[fluorescence artefact?]	1	-2	-6[20 µM]	-17	-18	-2.3

High-throughput results (PubChem)
